Assay outcomes as filed in PubChem BioAssay.
PGC1a acetyl inh = inhibitors of PGC1a acetylation signal, primary screen, cell-based, U2OS, AlphaScreen, inhibitor mode | AlphaScreen anti-acetyl-lysine; with virally co-expressed GCN5 acetyltransferase | inhibition, % at 15.6 µM | 0.17% of 350,000 active | AID 651687, 2012;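 active = every replicate shows inhibition of at least 40%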;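 also: 0% = neutral control wells and 100% = positive control wells; some results beyond the cut were filed as inactive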
ERAP1 HTS inh = human ERAP1 aminopeptidase inhibitors, primary screen, biochemical, single point, plate reader; recombinant ERAP1, Leu-AMC fluorescence, 60 min; 0.15% of 340,000 active; inhibition, % at 10.7 µM; Endoplasmic reticulum aminopeptidase 1 (Homo sapiens), Q9NZ08;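 active = mean replicate inhibition of at least 30%, or all replicates individually reaching that 30% level; inactive = mean below 30% and not every replicate reaching it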;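 also: 0% = neutral control wells and 100% = L-leucinethiol positive control wells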
Target sequence (Q9NZ08 whole entry, looked up): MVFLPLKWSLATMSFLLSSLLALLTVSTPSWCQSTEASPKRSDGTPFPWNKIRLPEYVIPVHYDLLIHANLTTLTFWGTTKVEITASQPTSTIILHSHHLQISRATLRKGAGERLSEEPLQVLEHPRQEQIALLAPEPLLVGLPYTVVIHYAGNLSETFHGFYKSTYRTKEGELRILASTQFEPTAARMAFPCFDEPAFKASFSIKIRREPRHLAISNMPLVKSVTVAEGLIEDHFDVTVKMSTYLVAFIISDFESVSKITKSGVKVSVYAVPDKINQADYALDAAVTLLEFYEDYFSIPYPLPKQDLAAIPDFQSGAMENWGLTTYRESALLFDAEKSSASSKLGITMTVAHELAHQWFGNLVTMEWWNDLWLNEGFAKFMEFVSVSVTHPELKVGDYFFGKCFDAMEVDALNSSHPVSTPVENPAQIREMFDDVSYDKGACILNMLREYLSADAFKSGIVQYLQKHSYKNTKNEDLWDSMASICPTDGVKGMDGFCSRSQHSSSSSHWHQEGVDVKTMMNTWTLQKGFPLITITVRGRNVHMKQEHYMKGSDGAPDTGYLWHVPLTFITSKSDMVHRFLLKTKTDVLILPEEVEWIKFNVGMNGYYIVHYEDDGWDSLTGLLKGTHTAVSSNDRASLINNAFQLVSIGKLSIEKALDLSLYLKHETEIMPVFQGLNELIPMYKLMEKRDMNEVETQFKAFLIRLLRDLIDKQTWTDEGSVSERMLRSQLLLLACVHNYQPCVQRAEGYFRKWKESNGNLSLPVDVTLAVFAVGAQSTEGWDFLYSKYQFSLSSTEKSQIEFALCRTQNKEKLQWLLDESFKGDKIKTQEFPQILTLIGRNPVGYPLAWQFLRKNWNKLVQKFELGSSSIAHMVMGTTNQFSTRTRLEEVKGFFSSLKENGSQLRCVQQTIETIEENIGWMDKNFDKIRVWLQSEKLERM
LGR2 inh = inhibitors of bursicon-induced LGR2 CRE-luciferase signal, primary screen, cell-based, HEK293, CRE-luciferase reporter, bursicon stimulation | Drosophila bursicon receptor LGR2 (rickets) | bursicon-stimulated, 4 h | inhibition, % at 9.99 µM | 0.35% of 380,000 active;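 active = drop in luminescence signal, shown as inhibition above about 50% in the replicate tests, limit read from the data, passing the limit was not always enough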;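 also: agonist challenge used bursicon conditioned medium at about half maximal strength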
Xi reactivation = activators of inactive X chromosome reactivation, primary screen, imaging, XiGFP fibroblasts, GFP high-content imaging, set 2; 0.055% of 360,000 active; XiGFP mouse fibroblasts, % GFP-positive cells imaging, 3 d; cells co-treated with 5-aza-dC sensitizer; scaled so ellipticine positive control = 100%; AID 743238, 2013; activation, % at 7.58 µM;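 active = mean normalized replicate activation at least 10% and every replicate at or above 10%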;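 also: 0% = median of on-plate neutral control wells and 100% = ellipticine 6 µM median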
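Assay system – SV40-immortalized XiGFP fibroblast cells, line 68-5-11 · Buffer or medium – DMEM supplemented with 5-aza-dC as sensitizing agent · Dosing – one concentration, pinned · Benchmarks – positive control ellipticine, 6 µM final · Times – 3 days compound exposure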
S100A4 MyoIIA = inhibitors of S100A4-myosin IIA peptide binding, primary screen, biochemical, fluorescence polarization, TAMRA-MyoIIA peptide. inhibition, % at 10.7 µM. 0.14% of 360,000 active. Protein S100-A4 (Homo sapiens), P26447;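 active = mean inhibition of at least 70% across replicates, with every replicate also reaching that level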
Target sequence (P26447 whole entry, looked up): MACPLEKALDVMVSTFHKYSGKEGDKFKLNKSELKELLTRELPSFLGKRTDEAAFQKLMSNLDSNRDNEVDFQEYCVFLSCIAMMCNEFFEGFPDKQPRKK
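Material: S100A4 monomer (human). Medium: Calcium-containing HEPES buffer, pH 7.2. Probe or stimulus: labelled myosin peptide probe, 5 nM. Compound dosing: one concentration per compound. Timing: polarization read 5 min after assay mix addition, stable 5–60 min. Benchmarks: DMSO as neutral control, TFP as positive control.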
Cneo AK release = Cryptococcus neoformans cell lysis inducers, primary screen, AK release luminescence, single concentration; C. neoformans lysis, adenylate kinase release luminescence, 4 h; normalised: neutral wells 0, clomiphene wells 100; lysis activity, % at 15 µM; 0.2% of 360,000 active;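 active = mean lysis activity across replicates of at least 80%, whatever share of replicates individually reach that level; inactive = mean lysis activity below 80%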
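Material: C. neoformans cells; Schedule: 4 h static compound exposure, 37 °C, read 1 h post-reagent; Measured by: adenylate kinase release luminescence; Read-out: signal increase indicating cell lysis; Controls: Clomiphene as positive lysis control.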
SIRT5 inh = SIRT5 desuccinylase inhibitors, primary screen, biochemical, fluorescence imaging, single point, set 5; AID 652115, 2013; inhibition, % at 15 µM; NAD-dependent protein deacylase sirtuin-5, mitochondrial (Homo sapiens), Q9NXA8; 1.1% of 330,000 active; Purified SirT5, succinyl-peptide AMC, trypsin-coupled fluorescence; in the data active = inhibition above about 15%
C2C12 statin = suppressors of statin myotoxicity in C2C12 myotubes, primary screen, cell-based, single point, plate reader | C2C12 myotubes + simvastatin, ATP luminescence, 48 h; scaled: DMSO 0, geranylgeraniol control 100 | rescue of ATP level, % at 7.49 µM | 0.78% of 330,000 active | AID 602340, 2012;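 active = mean ATP rescue above about 67%, or every replicate alone reaching that limit, limit read from the data, passing the limit was not always enough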;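 also: myotubes were challenged with 10 µM simvastatin during compound exposure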
An asterisk follows results filed as active; nt = no result given; & = joins results of further samples.

SMILES	PGC1a acetyl inh	ERAP1 HTS inh	LGR2 inh	Xi reactivation	S100A4 MyoIIA	Cneo AK release	SIRT5 inh	C2C12 statin
COc1cccc(C(O)c2nc(-c3cc(F)cc(F)c3)cs2)c1 (configuration not stated)	nt	8	-7	0.0	-3	1	-4	2
C[C@H]1CN([C@@H](C)CO)C(=O)c2cccc(NS(=O)(=O)c3ccc(Cl)cc3)c2O[C@@H]1CN(C)C(=O)Nc1cccc2ccccc12	-4	2	1	0.7	-12	2	-1	nt
CCc1nc2ccc(C(=O)NCCC(C)C)cn2c1N(C)Cc1nccs1	0	2	-8	0.0	3	-1	2	0
C[C@H](CO)N1C[C@H](C)[C@@H](CN(C)S(=O)(=O)c2cn(C)cn2)Oc2ccc(NC(=O)Cc3ccccc3)cc2CC1=O	-4	nt	-5	0.0	nt	-5	nt	-22
Cc1cc(C)c(N2C(=O)CCCC2=O)c(Cl)c1	3	0	11	0.0	-9	-1	-7	21
CC(C)N(Cc1nc2ccccc2[nH]1)C(C)C	-25	2	3	0.5	1	0	6	4
COc1ccc2[nH]c(=O)c(CN(CCO)C(=O)c3cccs3)cc2c1	7	-1	-19	nt	-1	-6	-2	-5
COc1c(CC=C(C)C)cc(C2CC(=O)c3c(O)cc(O)cc3O2)cc1CC=C(C)C (configuration not stated)	-2	nt	nt	nt	-3	-4	nt	9
COc1ccc(C(=O)N(C)Cc2cnn(Cc3ccccc3)c2)cc1S(=O)(=O)N1CCOCC1	-7	2	-10	0.4	-1	-3	-2	-52
COC(=O)c1ccc(NC(=O)CCc2nnc3ccc(N4CCC5(CC4)OCCO5)nn23)cc1	-3	-4	12	0.1	2	5	-2	26
NC(=O)c1ccc(C23CC4CC(CC(C4)C2)C3)o1	nt	-2	4	0.0	-6	nt	-5	nt
Cc1cc(Cl)ccc1NC(=O)C1COc2ccccc2O1 (configuration not stated)	nt	6	-24	0.3	-2	0	2	14
COc1ccc(NC(=O)Nc2cccc3c2O[C@@H](CN(C)S(=O)(=O)c2ccc(OC)cc2)[C@@H](C)CN([C@@H](C)CO)C3=O)cc1	-1	1	-1	-0.1	2	-18	2	-18
Cc1ccc(NC(=O)CCC(=O)NNC(=O)COc2ccc([N+](=O)[O-])cc2)cc1C	3	2	11	0.0	0	0	-1	nt
CCN(CC)S(=O)(=O)c1ccc(N2CCOCC2)c(NC(=O)COc2ccc(OC)cc2)c1	-3	-1	3	2.0	-3	0	-2	5
COc1ccc(CCC(=O)Nc2ccc(C(=O)c3ccncc3)cc2)cc1	nt	-2	7	0.1	-2	2	3	-2
Cc1nc2c(c(C)nn2-c2ccccc2)c(C)c1C	1	0	5	0.2	-27	nt	-7	nt
O=C(CCN1CCCCC1)NCC[C@H]1CC[C@@H](NS(=O)(=O)c2cccc(Cl)c2)[C@H](CO)O1	5	-1	8	0.2	-10	-8	0	-7
C=CCOc1cccc(C2C(C(=O)c3cc4ccccc4o3)=C(O)C(=O)N2c2cc(C)on2)c1 (configuration not stated)	7	-4	-11	0.1	2	0	8	0
COCC(=O)N(C)C[C@@H]1Oc2ncc(C#Cc3ccccc3)cc2C(=O)N([C@@H](C)CO)C[C@H]1C	1	3	10	0.0	-18	-2	2	-10
CCOc1ccc2ccccc2c1CNc1nnnn1CC	-2	-1	-16	0.0	-1	2	-1	3
CCOC(=O)c1sc(=NC(=O)c2cccc(C)c2)n(C)c1C	7	6	-71	0.0	-2	nt	4	nt
CN1/C(=C\C(=O)c2cncc(Br)c2)C(C)(C)c2ccccc21	30	nt	-4	0.0	nt	5	nt	nt
CCN(CC(=O)Nc1cc(Cl)ccc1C)C(=O)CCOc1ccccc1C	-17	4	5	0.1	7	-1	0	-5
CN(CC(=O)Nc1ccccc1C(F)(F)F)C(=O)COc1ccccc1Cc1ccccc1	-2	-1	-21	0.0	-7	2	-2	1

Next compounds follow.
SMILES	PGC1a acetyl inh	ERAP1 HTS inh	LGR2 inh	Xi reactivation	S100A4 MyoIIA	Cneo AK release	SIRT5 inh	C2C12 statin
COc1ccc2sc(N(CCN(C)C)C(=O)c3ccc4ccccc4c3)nc2c1	-6	4	16	0.1	2	3	-2	-8
O=C(C[C@@H]1C[C@@H]2c3cc(NC(=O)Nc4ccccc4)ccc3O[C@@H]2[C@@H](CO)O1)NCc1cccnc1	2	nt	8	0.0	nt	-4	nt	-1
C[C@H](CO)N1C[C@H](C)[C@H](CN(C)C(=O)c2ccccn2)Oc2ncc(C#Cc3ccccc3)cc2C1=O	7	4	-4	-1.3	18	4	0	-6
O=C(C[C@H]1CC[C@@H](NC(=O)C2CC2)[C@@H](CO)O1)NCc1ccncc1	2	0	12	1.1	5	1	4	-8
O=C(C[C@@H]1CC[C@@H]2NC[C@H](O)COC[C@H]2O1)Nc1nccs1	7	-2	nt	nt	-10	0	13	-21
COc1ccc(CNC(=S)NCc2ccc(F)cc2)cc1	-2	-1	-2	0.5	1	20	-1	3
CC(=O)n1cc(N(C(=O)CCl)c2ccccc2)c2ccccc21	6	nt	12	0.2	-2	1	-4	nt
CC(C)CNC(=O)NC1(C(F)(F)F)Oc2ccccc2O1	11	-4	-2	0.2	-23	7	-5	3
CC(C)CC(NC(N)=O)C(=O)NCc1ccc(Cl)cc1 (configuration not stated)	7	2	14	0.1	1	-1	6	6
C[C@H]1CN([C@@H](C)CO)C(=O)c2cccc(NS(=O)(=O)c3ccccc3)c2O[C@H]1CN(C)CC1CC1	-2	1	3	0.0	-8	2	-1	0
Cc1csc(SCC(=O)Nc2ccc3[nH]c(=O)[nH]c3c2)n1	-19	-2	-10	0.2	0	0	-1	-1
O=C(c1ccc(F)cc1)N1CCCC(C(=O)N2CCc3ccccc3C2)C1 (configuration not stated)	-4	2	2	-0.1	-3	nt	0	6
O=C(C[C@H]1CC[C@@H]2[C@H](COC[C@@H](O)CN2C(=O)c2ccccc2)O1)N1CCOCC1	0	-1	-6	0.0	6	0	1	-15
COc1ccccc1NC(=O)N1CCCCN2[C@H](C1)[C@H](c1ccc(-c3ccccc3)cc1)[C@@H]2CO	-4	0	nt	nt	0	1	7	nt
O=C(/C=C/c1ccc(Cl)cc1Cl)N1CCN(c2ccccc2[N+](=O)[O-])CC1	nt	1	0	0.0	5	4	-3	nt
COC(=O)c1ccccc1NC(=O)CN1C(=O)c2ccccc2C1=O	3	0	9	-0.1	11	3	-5	9
COC(=O)C(C)Sc1nnc(Cc2cc(=O)[nH]c(=O)[nH]2)n1-c1cccc(OC)c1 (configuration not stated)	7	nt	10	-0.2	-3	0	nt	2
Cc1ccc(/C=N/NC(=O)c2nnn(-c3nonc3N)c2CN(C)c2ccccc2)s1	4	-3	-15	0.3	-1	1	5	-4
CCN(CC)C(=O)[C@H]1C[C@H](CC(=O)NCCN2CCOCC2)C(=O)N2CCc3c([nH]c4cc(-c5ccco5)ccc34)[C@]12C	nt	-1	-3	-0.2	-2	-4	-12	3
COCCNC(=O)C[C@H]1C[C@@H]2c3cc(NS(=O)(=O)c4ccc(F)cc4)ccc3O[C@@H]2[C@H](CO)O1	0	nt	5	0.0	nt	-2	nt	-4
O=C(C[C@H]1C=C[C@H](NC(=O)CN2CCOCC2)[C@@H](CO)O1)NCc1cccc(F)c1	7	2	-3	0.0	3	0	-2	-3
Cc1ccc(CN2CCC(n3nccc3NC(=O)c3ccc4c(c3)OCO4)CC2)o1	7	2	-12	0.0	-14	0	-3	9
C[C@H]1CN([C@@H](C)CO)C(=O)c2cc(-c3ccccc3F)cnc2O[C@H]1CN(C)Cc1cccc(C(=O)O)c1	2	0	5	0.4	-1	3	0	4
CN(C)c1ccc(/C=N\S(=O)(=O)c2ccccc2)cc1	-6	nt	-24	0.1	nt	nt	nt	4
CCOC(=O)Cc1[nH]nc2c1C(c1ccoc1)C(C#N)=C(N)O2 (configuration not stated)	nt	0	-2	nt	-2	nt	-6	5

The listing continues.
SMILES	PGC1a acetyl inh	ERAP1 HTS inh	LGR2 inh	Xi reactivation	S100A4 MyoIIA	Cneo AK release	SIRT5 inh	C2C12 statin
O=C(Nc1ccc2c(c1)[C@H]1C[C@H](CC(=O)N3CCOCC3)O[C@@H](CO)[C@H]1O2)NC1CCCCC1	0	-1	7	0.0	-1	2	-3	7
COCCCN(C(=O)C(C)Oc1ccc(Br)cc1)c1c(N)n(Cc2ccccc2)c(=O)[nH]c1=O (configuration not stated)	2	-2	3	0.1	0	2	-4	9
COc1ccc(NC(=O)Nc2ccc3c(c2)C(=O)N([C@H](C)CO)C[C@H](C)[C@H](CN(C)Cc2ccncc2)OCCCC[C@H](C)O3)cc1	1	0	-36	0.8	-1	1	4	nt
Nc1cc(S(=O)(=O)O)cc([N+](=O)[O-])c1O	3	4	-6	0.0	9	nt	30*	nt
O=C(C1CCCC1)N1CCCCN2[C@H](CO)[C@@H](c3ccc(C#CC4(O)CCCC4)cc3)[C@@H]2C1	11	5	nt	nt	-7	57	7	nt
Cc1noc(C)c1NC(=O)Nc1ccc2c(c1)C(=O)N([C@H](C)CO)C[C@H](C)[C@H](CN(C)S(C)(=O)=O)O2	1	0	1	0.0	-5	0	-4	-18
O=C(NC1CCCC1)N1CC(=O)N2[C@H](C1)[C@H](c1ccc(/C=C/c3ccccc3)cc1)[C@@H]2CO	1	nt	9	0.3	7	nt	6	nt
CCCCC(=O)NC(c1cccc([N+](=O)[O-])c1)c1ccc2cccnc2c1O (configuration not stated)	14	-2	25	-0.1	0	0	nt	-35
CCCn1nc(C(=O)OCC(=O)Nc2ccc(C)cc2)c2ccccc2c1=O	13	-1	6	0.2	18	8	nt	1
CCN(C(=O)COC(=O)Cc1cccc2ccccc12)C1CCS(=O)(=O)C1 (configuration not stated)	-2	0	-4	1.1	-1	0	-2	5
CCc1ccc(C2CC(=O)Nc3c2c(=O)nc2c(C)cccn32)cc1 (configuration not stated)	-9	4	-6	0.0	0	-1	-6	1
O=C(C[C@@H]1CC[C@H](NC(=O)Nc2ccc(F)cc2)[C@@H](CO)O1)NCc1cccc(F)c1	2	1&-5	-4&29	-0.1&-0.1	-12&2	-7	-7	3

Results in SIRT5 inh, PGC1a acetyl inh and Cneo AK release (two entries from above):
structure	SIRT5 inh	PGC1a acetyl inh	Cneo AK release
C[C@H](CO)N1C[C@H](C)[C@H](CN(C)C(=O)c2ccccn2)Oc2ncc(C#Cc3ccccc3)cc2C1=O	0	7	4
CN(C)c1ccc(/C=N\S(=O)(=O)c2ccccc2)cc1	nt	-6	nt

A portion of the library, so the mix of outcomes need not match the whole.
